Compound activity from PubChem.
ER stress rescue: rescue of cells from ER stress-induced death, primary screen, 384-well, CSM14.1, thapsigargin, ATP luminescence (AID 1222); CSM14.1 thapsigargin-induced death rescue, ATP luminescence; higher % means a stronger effect; one-dose cellular ATP content (survival), % at 20 µM; EC50 in µM for titrated hits; 190,000 tested, under 10 active;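 active = EC50 below 50 µM in the dose-response confirmation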;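 note: death triggered by thapsigargin at about 15 µM added after 2 h compound pretreatment; cell ATP read after overnight thapsigargin exposure of roughly 18 to 22 hours; normalized against plate controls of thapsigargin alone and 5% DMSO vehicle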
SIAH1 antagonists: Siah-1 peptide-binding antagonists, primary screen, biochemical, fluorescence polarization, rhodamine-plectin, uHTS (AID 1817); Siah-1 / rhodamine-plectin peptide fluorescence polarization; higher % means a stronger effect; one-dose displacement, % at 20 µM; IC50 in µM for titrated hits; 290,000 tested, 0.02% active;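 active = displacement of at least 50% at 20 µM, with a fluorescence ratio check between 0.3 and a set limit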;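 note: plate controls were Siah plus tracer with DMSO for no effect and tracer alone without Siah for full effect; strong numbers were not always called active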
Salmonella PhoP GFP: inhibitors of PhoP regulon expression, primary screen, Salmonella Typhimurium, GFP reporter (AID 1863); 300,000 tested, 0.16% active; inhibition, % at 50 µM; hits with a dose series show IC50 in µM; S. Typhimurium PhoP-regulated promoter GFP reporter, 4 h; higher % means a stronger effect;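 active = inhibition over 29.93%, a cutoff 3 SD above the screen mean, later confirmed by dose response; inconclusive = inhibition over 29.93% but no dose response follow-up; inactive = inhibition at most 29.93% or unconfirmed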;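 note: 0% = low Mg2+ inducing control and 100% = high Mg2+ repressing control; strong numbers were not always called active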
West Nile antiviral: inhibition of WNV-induced cytopathic effect – cell-based, CPE readout (AID 1621). West Nile virus-infected cells, CPE inhibition; higher % means a stronger effect. CPE inhibition, % at 10 µM; hits with a dose series show IC50 in µM. 290,000 tested, 0.02% active; in the data active = a potency from the dose series; inconclusive = CPE inhibition mostly from about 3.7% at the one dose, without a potency; inactive = the rest, 99 in 100 with CPE inhibition below about 2.2%; note: strong numbers were not always called active
XIAP antagonists: XIAP antagonists, biochemical, IAP family, fluorescence polarization (AID 1018). XIAP BIR domain, fluorescence polarization peptide displacement; higher % means a stronger effect. displacement, % at 20 µM, or IC50 in µM where a hit was titrated. 200,000 tested, 0.007% active; in the data active = displacement above about 50%; note: a part of the inactive calls stands beside numbers as strong as those of hits
P. falciparum M1AAP: malaria alanyl aminopeptidase activity blockers – biochemical, fluorogenic H-Leu-NHMec substrate, 1536-well (AID 1445). 220,000 tested, 0.42% active. one-dose inhibition, % at 30 µM; IC50 in µM for titrated hits. recombinant M1AAP, H-Leu-NHMec fluorogenic kinetic assay; higher % means a stronger effect;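 active = primary inhibition above the hit cutoff, then over 50% inhibition at one or more dose response concentrations, cut at about 23% in these data, passing the limit was not always enough; inconclusive = conflicting primary data, or primary hits not chosen for dose response; inactive = low primary inhibition, or under 50% at every dose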;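 note: plate controls were DMSO full reaction for no effect and no enzyme background for full effect; strong numbers were not always called active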
Yfh1-off respiration: enhancers of respiration in Yfh1-depleted yeast, dose response, Friedreich's ataxia, plus single-dose screen (AID 1465). S. cerevisiae Yfh1-off respiration, WST-1 reduction, 72 h; higher fold induction means a stronger effect. one-dose fold induction at 50 µM; EC50 in µM for titrated hits. 220,000 tested, 0.074% active;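 active = fold induction of absorbance versus untreated yeast above a set limit, then at least 30% activation at any dose in follow-up; inconclusive = repeats straddling the limit, or above it without dose testing; inactive = fold induction below the set limit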;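 note: activators that raise dye reduction in frataxin-depleted yeast; strong numbers were not always called active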
PMI inhibition: human PMI inhibitors, high substrate, primary screen, biochemical, fluorescence intensity, high mannose 6-phosphate (AID 1220). recombinant PMI enzyme, coupled fluorescence intensity; higher % means a stronger effect. one-dose inhibition, % at 20 µM; IC50 in µM for titrated hits. 190,000 tested, 0.66% active; in the data active = inhibition above about 50%
P. falciparum M17LAP: P. falciparum M17LAP inhibitors, primary screen, biochemical, fluorogenic H-Leu-NHMec substrate, 1536-well (AID 1619); recombinant M17LAP, H-Leu-NHMec fluorogenic kinetic assay; higher % means a stronger effect; one-dose inhibition, % at 30 µM; IC50 in µM for titrated hits; 220,000 tested, 0.38% active;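 active = compound inhibiting the enzyme by more than half at any dose during confirmatory dose-response retesting; inconclusive = strong single-dose inhibitors picked by rank but not retested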;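 note: plate controls were full reaction with DMSO carrier for no effect and no enzyme background for full effect; strong numbers were not always called active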
The depositor's hits bear a star; i = inactive; u = inconclusive; x = no result given.

SMILES	ER stress rescue	SIAH1 antagonists	Salmonella PhoP GFP	West Nile antiviral	XIAP antagonists	P. falciparum M1AAP	Yfh1-off respiration	PMI inhibition	P. falciparum M17LAP
CCOC(=O)c1c(C)[nH]c(C)c1C(=O)CSc1nc2ccccc2c(=O)n1-c1ccc(F)cc1	-0.3%	-0.5%	-1.3%	0.9%	-1.6%	12.0%	i	7.1%	-5.6%
COc1cc(C2NC(=O)NC(C)=C2C(=O)Nc2cccc(C)c2C)cc(OC)c1OC (stereo unspecified)	-1.8%	1.4%	-3.8%	-0.2%	-2.8%	-0.9%	x	15.3%	-1.4%
CN(Cc1ccccc1)c1nc(N)c([N+](=O)[O-])c(NCc2ccccc2)n1	13.5%	18.1%	-2.8%	-0.2%	-3.3%	6.1%	i	7.3%	2.8%
CCSc1cc(N2CCCC2)nc(-c2ccc(C)cc2)n1	1.1%	-4.3%	-5.1%	1.4%	16.2%	2.7%	i	-10.3%	-10.6%
Cc1nn(CC(=O)Nc2nc3ccccc3s2)c(C)c1[N+](=O)[O-]	-0.8%	-0.9%	-5.3%	-0.4%	-4.1%	8.6%	i	-2.3%	8.2%
Cc1ccc(NC2=NC(c3ccc(F)cc3)n3c(nc(C)cc3=O)N2)cc1 (stereo unspecified)	x	6.3%	-6.1%	-0.3%	x	1.7%	i	x	-8.5%
COC(=O)NNC(=O)C1CCC(C(=O)NNC(=O)OC)CC1 (stereo unspecified)	-1.6%	-2.1%	-10.3%	0.0%	-14.6%	-0.3%	i	5.1%	8.0%
CCc1cccc(C)c1NC(=O)C1CC=CCC1C(=O)O (stereo unspecified)	-0.6%	3.9%	-7.2%	0.0%	-3.4%	3.6%	i	-7.1%	2.2%
CCOc1ccc2nc(SCC(=O)N3CCN(C(=O)c4ccco4)CC3)sc2c1	-2.0%	2.8%	3.9%	-0.6%	-11.8%	3.8%	i	1.7%	5.2%
COc1ccc(C=Nc2cccc3c(=O)[nH][nH]c(=O)c23)c2ccccc12	-0.3%	-9.7%	0.4%	-0.7%	-7.7%	6.6%	i	-5.1%	14.0%
O=C(NCc1ccncc1)C(=O)NCC(c1ccco1)N1CCN(c2ccc(F)cc2)CC1 (stereo unspecified)	-3.1%	-5.7%	7.7%	-1.0%	-7.7%	-1.7%	i	5.3%	-12.2%
O=c1[nH]cc(N2CCCCCC2)c(=O)[nH]1	x	-1.4%	-8.0%	0.6%	x	2.2%	i	x	-6.6%
Cc1cc2oc(C(=O)Nc3c(C)n(C)n(-c4ccccc4)c3=O)c(C)c2cc1Cl	-2.6%	-3.1%	-33.3%	-1.6%	-0.3%	4.8%	i	-9.7%	5.8%
COc1ccccc1Nc1ncnc2nc[nH]c12	-0.4%	0.7%	-3.4%	0.2%	-2.4%	9.4%	i	-4.2%	38.3%
COCCOC(=O)C1=C(C)NC(=O)NC1c1ccc(Cl)cc1 (stereo unspecified)	-0.7%	1.7%	-11.9%	-0.9%	-5.4%	-3.7%	i	-4.9%	2.8%
Cc1cc(C)cc(N2C(=O)CC(Sc3ccccc3C(=O)O)C2=O)c1 (stereo unspecified)	x	3.0%	-10.3%	-0.2%	x	6.4%	i	x	-0.1%
CCCC(=O)N=C1SC2CS(=O)(=O)CC2N1c1ccc(C(C)=O)cc1 (stereo unspecified)	-0.2%	3.9%	0.7%	0.3%	-2.2%	4.1%	i	5.2%	4.0%
Cc1cc(C(=O)NCCC(c2ccccc2)c2ccccc2)c(C)o1	-2.8%	-6.7%	22.6%	-0.1%	-2.6%	-7.5%	i	-2.7%	-7.0%
Cc1cc(C)cc(N2CC(O)=C(c3nc4ccccc4c(=O)[nH]3)C2=N)c1	0.4%	18.0%	-1.9%	-0.7%	-2.2%	0.7%	i	-4.2%	-18.8%
COc1ccc(C(=O)Nn2cnnc2)cc1	2.5%	1.9%	-6.0%	-0.3%	-8.6%	-4.5%	i	7.3%	2.6%
CN(CCn1ccnc1)C(=O)CC1C(=O)NCCN1Cc1ccccc1C(F)(F)F (stereo unspecified)	1.2%	1.3%	1.6%	0.3%	-5.4%	1.3%	i	26.8%	8.5%
CC(Oc1ccc(Cl)cc1Cl)C(=O)N(Cc1ccco1)C1CCS(=O)(=O)C1 (stereo unspecified)	-0.9%	2.0%	-6.2%	-0.8%	-4.3%	4.4%	i	11.0%	8.4%
CCc1ccc(NC(=O)C(=O)c2cn(CC(=O)N3CCCCC3)c3ccccc23)cc1	-0.8%	4.2%	-17.1%	-0.6%	-15.9%	9.4%	i	0.0%	12.7%
C#CCOCCOCCOCCNc1nc(N2CCN(C(=O)Cn3cc(CCCCN)nn3)CC2)nc(N2CCN(C(=O)Cn3cc(CC(C)O)nn3)CC2)n1 (stereo unspecified)	-3.2%	-1.8%	3.5%	0.2%	-4.4%	2.6%	i	-11.7%	17.1%
Cc1ccccc1NC(=S)NCCc1ccc(S(N)(=O)=O)cc1	-5.2%	0.0%	-1.8%	0.7%	-4.3%	-2.4%	i	2.7%	-6.0%
Fc1ccc(NC(=S)NC2CCN(Cc3ccccc3)CC2)cc1	-1.3%	7.9%	2.2%	-0.3%	-1.5%	2.5%	i	-7.9%	8.3%
CC12CCC(=O)N1C(C(=O)OCC(=O)Nc1cc(S(=O)(=O)N3CCCCC3)ccc1Cl)CS2 (stereo unspecified)	-2.1%	-0.9%	5.8%	-0.5%	-6.5%	-0.1%	i	1.7%	-14.5%
O=C(Nc1ccc([N+](=O)[O-])cc1)C1CC1(c1ccccc1)c1ccccc1 (stereo unspecified)	2.3%	-5.2%	6.0%	-0.6%	-9.5%	-0.1%	i	9.2%	13.8%
CCc1c(C)c(C#N)c2nc3ccccc3n2c1-n1nc(C)cc1C	-0.3%	-5.9%	6.7%	-1.3%	0.4%	5.2%	i	2.7%	-21.4%
CCC(C)NC(=O)c1ccc(C(=O)c2ccccc2)cc1 (stereo unspecified)	-1.9%	9.3%	0.0%	0.7%	-1.6%	2.3%	u	-2.7%	3.9%
Cc1cccnc1NC(=S)Nc1ccc(Cl)c(Cl)c1	-1.0%	-2.7%	2.0%	0.5%	-3.5%	12.6%	i	x	12.1%
O=C(Nc1ccc2ccccc2c1)C(c1ccccc1)C1CCCC1 (stereo unspecified)	-0.7%	0.3%	13.8%	3.2%	-31.4%	-0.9%	i	20.8%	-4.1%
O=C(COC(=O)c1ccc([N+](=O)[O-])s1)Nc1ncc(C(F)(F)F)cc1Cl	-1.0%	13.9%	-5.1%	0.4%	-15.5%	9.6%	i	26.5%	4.4%
COc1cc(S(=O)(=O)N2CCOCC2)ccc1NC(=O)COC(=O)C12CC3CC(CC(C3)C1)C2	x	-2.0%	3.3%	0.1%	-5.4%	5.4%	i	0.7%	2.0%
O=C(O)c1ccc(/C=N/N2CCN(Cc3cccc4ccccc34)CC2)cc1	-0.4%	7.1%	-6.2%	-0.6%	-5.1%	4.3%	i	-19.1%	4.8%
CCOC(=O)N1CCN(Cc2cn[nH]c2-c2cc3ccccc3o2)CC1	0.7%	26.5%	x	-1.1%	-5.5%	x	i	5.2%	x
COc1ccc2c(c1)CCc1c(C(=O)NCCN3CCOCC3)noc1-2	1.7%	5.5%	1.4%	-0.7%	0.2%	4.4%	i	1.6%	12.9%
Cc1c(/C=N/NC(=O)c2ccc(Br)o2)cnn1C	x	-1.8%	4.5%	0.1%	x	2.8%	i	x	5.3%
COc1ccc(C2C3=C(CC(C)(C)CC3=O)Oc3ncn(CCCn4ccnc4)c(=N)c32)cc1 (stereo unspecified)	0.2%	1.4%	-2.3%	-0.3%	-2.5%	3.2%	i	-2.1%	0.4%
CC(C)(C)NC(=O)/C(=C/c1cccnc1)NC(=O)c1ccco1	x	16.5%	-3.9%	0.2%	x	-0.1%	i	x	2.3%
Cc1ccc(S(=O)(=O)NCc2ccc(/C=C(/C#N)C(=O)NCc3ccccc3)o2)cc1	1.6%	-1.6%	0.4%	-0.6%	-17.0%	9.6%	i	9.9%	3.9%
CCCCNc1c2c(nc3c(-c4ccccc4)c(C)nn13)CCC2	0.0%	-0.1%	-2.5%	0.4%	-7.9%	0.5%	i	9.9%	-2.8%
Cc1n[nH]c(C)c1S(=O)(=O)N1CCCC(C(=O)N2CCc3ccccc32)C1 (stereo unspecified)	0.2%	-0.3%	9.3%	-0.7%	-2.0%	14.9%	i	-8.5%	3.8%
CC(C)Cc1nnc(NC(=O)Cc2ccc([N+](=O)[O-])cc2)s1	-0.1%	-3.4%	-2.7%	-0.3%	-1.3%	6.1%	i	-2.6%	7.1%
O=C(COc1ccc2ccccc2c1)Nc1ccc(Cc2ccncc2)cc1	1.4%	7.2%	1.9%	1.5%	-3.4%	3.2%	i	2.2%	-0.1%
O=C(NCc1ccccc1)C(c1cccnc1)N(Cc1ccco1)C(=O)c1ccccn1 (stereo unspecified)	-1.9%	8.4%	5.6%	-0.3%	-1.3%	3.0%	i	-3.5%	-9.3%
Cc1nnc(SCC(=O)N(C)c2ccccc2)n1Cc1ccccc1	-0.5%	-4.2%	-1.0%	-0.3%	-4.6%	-0.1%	i	2.1%	-1.9%
Cc1scc(C(=O)NNC(=O)CCC(=O)O)c1C	1.0%	2.6%	-4.9%	0.1%	-7.3%	2.5%	i	-3.6%	1.1%
Cc1[nH]c2ccccc2c1Cc1n[nH]c(=S)n1C	1.4%	-4.0%	4.5%	-0.1%	-9.6%	-2.1%	i	15.1%	1.0%
COc1ccc(CCNC2CC(=O)N(CCc3ccccc3)C2=O)cc1OC (stereo unspecified)	0.5%	1.7%	x	-0.2%	-3.9%	x	i	2.2%	x
CC(C1CC1)N(Cc1ccccc1)C(=S)Nc1cccc(C(F)(F)F)c1 (stereo unspecified)	-3.8%	1.5%	-4.2%	-0.7%	-3.3%	4.8%	i	7.0%	1.5%
COC(=O)c1ccccc1NC(=O)CSc1ncn[nH]1	x	15.8%	-3.3%	0.4%	x	0.4%	i	x	-0.9%
OCC1(Cc2ccccc2C(F)(F)F)CCN(Cc2ccncc2)CC1	x	2.4%	-1.2%	-0.5%	x	-4.8%	i	x	2.6%
C/C(CC(=O)Nc1ccc(N(C)C)cc1)=N\NC(=O)C(=O)NCc1ccccc1	-0.7%	4.8%	-1.1%	-0.9%	-2.9%	3.2%	i	9.2%	0.1%
c1ccc2nc(-c3nccs3)ccc2c1	-2.0%	3.8%	-0.1%	0.0%	-3.8%	0.7%	i	-12.0%	1.1%
CN1C(=O)SC(Nc2ccccc2C(=O)O)C1=O (stereo unspecified)	-0.1%	0.8%	-11.2%	0.0%	-2.3%	0.4%	i	-2.0%	8.2%

This is a random part of the collection. About 1.6% of those tested had a hit in this group.
